IDE act = boosts human insulin-degrading enzyme activity in HEK cells; P14735; FAbeta-B cleavage, fluorescence polarization; 0% vehicle, 100% cell-free pure enzyme wells; activation, % at 5.96 µM; 340,000 tested, 0.073% active; AID 493087;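 active = activation above the mean of all tested compounds plus 3 SD, set per screening campaign, cut at about 17% in these data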
Target sequence (P14735 whole entry, looked up): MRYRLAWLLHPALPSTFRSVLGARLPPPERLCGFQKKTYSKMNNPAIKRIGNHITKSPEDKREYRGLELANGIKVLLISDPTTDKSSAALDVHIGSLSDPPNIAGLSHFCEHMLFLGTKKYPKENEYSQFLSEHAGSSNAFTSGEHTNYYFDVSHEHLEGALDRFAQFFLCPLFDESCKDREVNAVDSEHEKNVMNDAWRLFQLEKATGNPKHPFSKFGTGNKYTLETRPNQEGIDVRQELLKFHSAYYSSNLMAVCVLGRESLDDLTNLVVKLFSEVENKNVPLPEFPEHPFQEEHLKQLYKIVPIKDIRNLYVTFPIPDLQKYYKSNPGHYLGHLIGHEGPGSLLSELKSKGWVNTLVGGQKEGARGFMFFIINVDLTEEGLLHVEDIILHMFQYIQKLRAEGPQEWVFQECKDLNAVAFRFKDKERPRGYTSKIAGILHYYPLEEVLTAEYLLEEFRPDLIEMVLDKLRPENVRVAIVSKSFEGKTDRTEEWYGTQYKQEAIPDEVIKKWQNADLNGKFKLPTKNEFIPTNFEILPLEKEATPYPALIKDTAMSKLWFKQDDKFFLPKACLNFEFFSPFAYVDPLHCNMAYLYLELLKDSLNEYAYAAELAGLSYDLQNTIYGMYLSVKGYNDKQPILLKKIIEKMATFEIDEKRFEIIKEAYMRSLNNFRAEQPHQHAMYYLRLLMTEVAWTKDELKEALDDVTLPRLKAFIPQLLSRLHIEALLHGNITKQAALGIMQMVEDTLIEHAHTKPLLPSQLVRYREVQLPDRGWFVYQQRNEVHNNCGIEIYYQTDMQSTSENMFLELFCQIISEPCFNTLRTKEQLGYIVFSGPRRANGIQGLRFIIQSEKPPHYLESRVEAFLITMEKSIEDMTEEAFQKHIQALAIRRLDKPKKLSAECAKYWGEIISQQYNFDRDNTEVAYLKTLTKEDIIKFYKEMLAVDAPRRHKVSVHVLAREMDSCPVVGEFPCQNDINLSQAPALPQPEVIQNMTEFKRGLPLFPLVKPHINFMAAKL
Active calls of the source: *. Some of the compounds tested. The share of hits here may be higher or lower than overall.

cpd	IDE act	canonical_smiles
1	3	COc1ccc(CN2CCN(C(=O)c3ccc(S(=O)(=O)N4CCCCCC4)cc3)CC2)cc1F
2	-4	CC(=O)N1CCN(S(=O)(=O)c2cccc(C(=O)OCc3ccc(C(C)(C)C)cc3)c2)CC1
3	4	N#Cc1c(N)n(C2OC(CO)C(O)C2O)c2ncnc(N)c12 (stereo not given)
4	3	CN(C)c1ncnc2[nH]ncc12
5	0	CCOC(=O)C1=CN(Cc2cccc(F)c2)S(=O)(=O)N(CC)C1c1ccc(C(F)(F)F)cc1 (stereo not given)
6	0	O=C1CSC(=S)N1N=Cc1ccc(Cl)s1
7	2	Cn1c(=O)c2[nH]c(CCCCCCCCc3nc4ccccc4[nH]3)nc2n(C)c1=O
8	-1	CC(=O)Nc1ccc(C=NNc2ccc([N+](=O)[O-])cn2)cc1
9	-8	O=C(CCSCCC(=O)NN=Cc1cccc(Cl)c1)NN=Cc1cccc(Cl)c1
10	-1	O=C1OCCN1C(=O)[C@H]1[C@H](c2ccc(F)cc2)C(c2cccc(Cl)c2)=NN1c1ccc(Br)cc1
11	-1	COc1ccc(CC(C)NCC(O)c2ccc(O)c(NC=O)c2)cc1 (stereo not given)
12	2	Cc1ccc(SCC(=O)NC(=O)NC2CCCC2)c(C)c1
13	0	Nc1ccc2ccccc2c1N=Nc1ccccc1
14	3	CCCCCCCCCCCCCCCC(O)C[N+](C)(C)CCO (stereo not given)
15	3	CCOc1ccc(OCCC(=O)OCC(=O)Nc2cccc(S(=O)(=O)N3CCCCC3)c2)cc1
16	4	COc1cccc(C(c2cccc(OC)c2)c2ccccc2C(=O)O)c1
17	5	O=C(CNS(=O)(=O)c1ccccc1F)NNC(=O)c1ccc(Br)cc1
18	-2	Cc1cc(C)nc(NC(N)=NCCc2ccccc2)n1
19	5	CC(C)C(C)(C#N)NC(=O)COC(=O)C1CCN(S(=O)(=O)c2ccc3c(c2)OCCO3)CC1 (stereo not given)
20	1	CC(=O)c1ccc(N2CCN(C(=O)CNS(=O)(=O)c3ccc4c(c3)OCCCO4)CC2)c(F)c1
21	-4	CN(C(=O)c1cccc(NC(=O)Cc2ccc(NC(=O)C3CCN(C(=O)c4ccccc4)CC3)cc2)c1)C1CC1
22	3	Oc1ccc(-c2nc3ccccc3nc2-c2ccc(O)cc2O)c(O)c1
23	1	COC(=O)C1OC1c1cc([N+](=O)[O-])ccc1OC (stereo not given)
24	1	CCOC(=O)c1ccccc1NC(=O)COC(=O)c1ccc(OCC(=O)N2CCOCC2)c(OCC)c1
25	0	CCC(NC(=O)CNC(=O)c1ccc2c(c1)OCO2)c1ccc(Br)cc1 (stereo not given)
26	6	CCCCSc1nc2c([nH]1)c(=O)n(C)c(=S)n2C
27	2	C[C@H](O)[C@@H]1C(=O)N2CCc3ccc(N4CCOCC4)cc3[C@@H]2C[C@@H]1N(C)S(=O)(=O)c1ccccc1
28	-4	Cc1ccc(S(=O)(=O)N2CCOCC2)cc1NC(=O)CSc1nc(N)cc(N)n1
29	4	Nc1ncnc2c1CN(Cc1ccccc1)CC2
30	4	O=C(Cc1ccccc1[N+](=O)[O-])NCC1(c2cccc3c2OCO3)OCCO1
31	4	O=C(Cn1cnc2c(NCc3ccccc3)ncnc21)NCCCc1ccccc1
32	3	CC(C)(C)C(=O)C(C(c1ccccc1)N1CCOCC1)N1CCOCC1 (stereo not given)
33	4	Cc1cc(-c2ccc(NS(=O)(=O)c3ccccc3)c(C)c2)ccc1NS(=O)(=O)c1ccccc1
34	1	CCOC(=O)c1cnc[nH]c1=O
35	0	CC(C)C[C@@H](CNCC(=O)[C@H](Cc1c[nH]c2ccccc12)NC(=O)c1[nH]cnc1C(=O)N[C@@H](C)CN)NC(=O)c1nc[nH]c1C(=O)N[C@@H](CC(=O)O)C(=O)O
36	0	CCOC(=O)c1c(-c2ccccc2)c[nH]c1C
37	2	COC(=O)C1CCN(C(=O)CSc2nc3nc(C)cc(C)n3n2)CC1
38	2	CC1(C)N=C(N)N=C(N)N1CCCCc1ccccc1
39	3	CCOc1ccccc1NC(=O)C1CCCC1
40	7	O=C(NN=Cc1ccccc1)NN=Cc1ccccc1

Reprinted at random: two records from the list, in no set order.
cpd	IDE act	canonical_smiles
32	3	CC(C)(C)C(=O)C(C(c1ccccc1)N1CCOCC1)N1CCOCC1 (stereo not given)
24	1	CCOC(=O)c1ccccc1NC(=O)COC(=O)c1ccc(OCC(=O)N2CCOCC2)c(OCC)c1

(list continues)
cpd	IDE act	canonical_smiles
41	3	CCOC(=O)C1=CN(Cc2cccc(F)c2)S(=O)(=O)N(CC)C1c1ccc(F)c(Cl)c1 (stereo not given)
42	-11	O=C(CSc1c2c(nc3ccc(Cl)cc13)CCCC2)N1CCN(C(=O)c2ccco2)CC1
43	2	COc1ccc(-c2oc3cc(O)c(OC)c(O)c3c(=O)c2OC)cc1O
44	3	O=C(CCl)N1c2ccccc2Sc2c1ccc1ccccc21
45	7	O=C(CC(=O)c1ccccc1)CS(=O)(=O)c1ccccc1
46	1	CC(=O)OC1CCC2C3CCc4cc(O)ccc4C3CCC12C (stereo not given)
47	3	Cc1ccc(S(=O)(=O)Nc2ccccc2N=Cc2c(F)c(F)c(F)c(F)c2F)cc1
48	3	Cc1onc(-c2ccccc2)c1C(=O)OCC(=O)Nc1ccccc1
49	1	CSCCC(NC(=O)c1ccco1)C(=O)NCc1ccc2c(c1)OCO2 (stereo not given)
50	-2	CS(=O)(=O)c1ccc2nc(NC(=O)CCNC(=O)c3ccc(Cl)cc3)sc2c1
51	4	O=C1C=CC(=O)c2c(O)c(N3CCN(CCOCCO)CC3)c(Br)c(O)c21
52	-1	COc1ccc2oc(C(=O)OCC(=O)NCc3ccc(OC)c(OC)c3)c(C)c2c1
53	7	COc1cc(Cl)c(CNC[C@H]2O[C@@H](n3cnc4c(N)ncnc43)[C@H](O)[C@@H]2O)c(Cl)c1O
54	6	COC(=O)C1CCN(C(=O)C2CC(=O)N(c3ccc(C)c(Cl)c3)C2)CC1 (stereo not given)
55	-1	Cc1cccc(N2CCN(C(=O)CN3C(=O)NC4(CCCCCC4)C3=O)CC2)c1C
56	-2	[O-]C1=N[N+](=C(c2ccccc2)c2ccccc2)C1
57	5	CC1CCN(C(=O)COC(=O)C2CCN(S(=O)(=O)c3c(Cl)cccc3Cl)CC2)CC1
58	4	CN(C)Cc1cc(C(F)(F)F)ccc1C(O)(c1ccccc1)c1ccccc1
59	6	CCC1([N+](=O)[O-])COC(c2ccc(C)cc2)OC1 (stereo not given)
60	1	CCOc1ccc(CCN2C(=O)C(=O)N([C@@H](CC(C)C)CN3CCC[C@@H]3CN3C(=O)C(=O)NC[C@@H]3Cc3ccccc3)C[C@@H]2CC(C)C)cc1
61	2	Cc1cc(Oc2cccc3c2S(=O)(=O)N(C2CCCC2)CC(COCc2ccccc2)O3)cc(C)c1C (stereo not given)
62	2	C=CC(=O)Nc1cccc(Nc2nc(N[C@H]3CC[C@H](N(C)C)CC3)nc3c2ncn3C(C)C)c1
63	6	COc1ccc(CNC(=O)C[C@H]2C[C@H](C(=O)N3CCOCC3)[C@@]3(CCC4CCCC4)c4[nH]c5cc(-c6ccco6)ccc5c4CCN3C2=O)cc1OC
64	-2	CCOC(=O)C1=CN(Cc2ccco2)S(=O)(=O)N(C)C1c1ccc(F)c(Cl)c1 (stereo not given)
65	2	CCOC(=O)c1ccc(NC(=O)C2(N3C(=O)c4ccccc4C3=O)CCCC2)cc1
66	2	S=c1[nH]nc(COc2ccccc2)n1-c1ccc(Cl)cc1
67	-3	COc1cccc(CN(C)S(=O)(=O)c2ccccc2Br)c1
68	-1	CC[C@]12C(=O)N(C)C[C@H]([C@@H]3C(=O)N(Cc4ccccc4)C(=O)[C@@H]31)N2C(=O)c1ccccc1
69	6	C[C@]12c3[nH]c4cc(-c5ccco5)ccc4c3CCN1C(=O)[C@@H](CC(=O)NCCN1CCOCC1)C[C@@H]2C(=O)N1CCCCC1
70	-3	CN(C(=O)c1cccc(NC(=O)Cc2cccc(NC(=O)C3CCCN(C(=O)C4CCC4)C3)c2)c1)C1CCC1 (stereo not given)
71	6	C[C@@H]1CC=C[C@@H]2[C@H]1C(=O)N(Cc1ccccc1)[C@H]2c1cccc(Br)c1
72	2	Cc1ccc(CN2CC(C(=O)Nc3ncc(C)s3)CC2=O)cc1 (stereo not given)
73	1	COc1cccc(NC(=S)N2CCC(C(=O)c3ccc(F)cc3)CC2)c1
74	-1	CCN1Cc2cc(OC)ccc2-c2ccccc2S1(=O)=O
75	7	Oc1ccccc1C=NCCN1CCN(CCN=Cc2ccccc2O)C1c1ccccc1O (stereo not given)
76	4	Cc1noc(C)c1COc1ccccc1C(=O)NC(C)CCc1ccccc1 (stereo not given)
77	0	Cc1cc(C(=O)NNC(=O)Cc2ccc(Cl)c(Cl)c2)c(C)o1
78	0	COC1=CC(=O)C=C(OC)C1(O)CC(C)=O
79	1	CCN(CC)c1ccc(C(=C2C=CC(=[N+](CC)CC)C=C2)c2ccc(S(=O)(=O)O)cc2S(=O)(=O)[O-])cc1
80	-2	Cc1ccc(OC(=O)c2ccc3c(=O)n4c(nc3c2)CCC4)cc1
81	2	CC[C@]12c3[nH]c4ccc(Cl)cc4c3CCN1C(=O)[C@@H](CC(=O)NCCc1ccccn1)C[C@@H]2C(=O)N1CCN(C(=O)c2ccco2)CC1
82	0	Cc1ccc2oc(=O)ccc2c1
83	0	COc1ccc(C(=O)NCC(=O)OCc2c(Cl)cccc2Cl)cc1OC
84	3	Nc1nc2ccc(Cl)cc2o1
85	0	COc1ccc2c(c1)c([C@@H]1[C@H](C)[C@H]3CCCC[C@H]3CN1S(=O)(=O)c1ccc(C)cc1)cn2C
86	0	CC(CNC(=O)Cn1cnc2c(NCc3ccccc3)ncnc21)c1ccccc1 (stereo not given)
87	2	COc1ccc(CCNC(=O)COc2cc(C)cc3oc(=O)c(C)c(C)c23)cc1OC
88	-10	CCOC(=O)c1[nH]c(=S)n(Cc2ccccc2)c1C(=O)OCC
89	6	COc1ccc(N2C(=O)[C@H]3CCC=C[C@H]3[C@@H]2c2ccccc2Br)cc1
90	1	CCn1nc(C(=O)Nc2ccc(Cl)c(S(=O)(=O)N3CCOCC3)c2)c2ccccc2c1=O
91	0	Nc1cc(N)c2c(c1)C(=O)c1ccccc1-2
92	0	O=C1NCCN(CC2CCN(CCC3CCCC3)CC2)C1=O
93	-1	Cc1cccc(S(=O)C(c2ccccc2)c2ccccc2)c1 (stereo not given)
94	3	CC1C(C)N(C(=O)CCCl)c2ccccc2N1C(=O)CCCl (stereo not given)
95	7	NC(=O)C1(NC2CCCCC2)CCN(Cc2ccccc2)CC1
96	4	COc1ccc([N+](=O)[O-])c(O)c1C(C)=O
97	-4	CSc1nc(N)c2cn[nH]c2n1
98	0	CN(CCc1ccccc1)C(=O)c1ccc(NC(=O)Cc2ccc(NC(=O)C3CCCN(C(=O)C4CCC4)C3)cc2)cc1 (stereo not given)
99	-4	CN(C)c1ccc(C=NNC(=O)c2cccnc2)cc1
100	4	CC(C)(C)OC(=O)N1CCCC(C(=O)Nc2ccc(C(=O)NC3CC3)cc2)C1 (stereo not given)

Exported tab-delimited: entries from further up
item	SMILES	IDE act
10	O=C1OCCN1C(=O)[C@H]1[C@H](c2ccc(F)cc2)C(c2cccc(Cl)c2)=NN1c1ccc(Br)cc1	-1
80	Cc1ccc(OC(=O)c2ccc3c(=O)n4c(nc3c2)CCC4)cc1	-2
78	COC1=CC(=O)C=C(OC)C1(O)CC(C)=O	0

Taken from above:
cpd 84 | IDE act = 3
cpd 85 | IDE act = 0
cpd 97 | IDE act = -4
cpd 86 | IDE act = 0

(further entries)
cpd	IDE act	canonical_smiles
101	4	CCN1C[C@@H]2[C@@H]3C(=O)N(Cc4ccccc4)C(=O)[C@@H]3[C@](C)(C1=O)N2C(=O)c1ccc(C(F)(F)F)cc1
102	4	O=C1C(=O)c2c(ccc3ccccc23)-c2ccccc21
103	-16	CCC(c1ccc(O)c(O)c1)C(CC)c1ccc(O)c(O)c1 (stereo not given)
104	0	O=C(OCCc1ccccn1)c1cccc([N+](=O)[O-])c1
105	0	CCOC(=O)C1(C(N)=O)OC1(c1ccc(Cl)cc1)c1ccccc1Cl (stereo not given)
106	4	CCN1C[C@@H]2[C@@H]3C(=O)N(Cc4ccccc4)C(=O)[C@@H]3[C@](C)(C1=O)N2C(=O)c1ccc(C)cc1
107	3	O=C(NC1CCCc2ccccc21)c1cccc(F)c1 (stereo not given)
108	2	O=C(COC(=O)C1CCN(c2ccc(C(F)(F)F)cn2)CC1)NCc1cccc(Cl)c1
109	8	CC[C@]12c3[nH]c4ccc(OC)cc4c3CCN1C(=O)C(CC(=O)NC/C=C(\C)CCC=C(C)C)C[C@@H]2C(=O)N1CCN(C(=O)c2ccco2)CC1 (stereo not given in full)
110	-5	O=S(=O)(/C=C/C=C/S(=O)(=O)c1ccccc1)c1ccccc1
111	1	CC(C)CC1NC(=O)N(CC(=O)Nc2ccc(OCc3ccccc3)cc2)C1=O (stereo not given)
112	6	Cc1cc2c(SCC(=O)Nc3cccc(O)c3)ncnc2s1
113	4	O=c1cc(CCc2ccccc2)oc2cccc(O)c12
114	3	O=C(c1cc(-c2cccs2)nc2ccccc12)N1CCN(CCO)CC1
115	-2	Nc1cc(OCc2ccccc2)ccc1OCc1ccccc1
116	4	CCOC(=O)C1=CN(Cc2ccco2)S(=O)(=O)N(C)C1c1ccc(C(F)(F)F)cc1 (stereo not given)
117	2	O=C(NC[C@@H]1CC[C@@H](Cc2ccc(-c3ccccc3)cc2)O1)Nc1ccc(Br)cc1
118	-4	c1ccc(NN=C2c3ccccc3-c3ccccc32)cc1

Of the compounds above, these have a thiophene ring, fused or not:
cpd	IDE act	canonical_smiles
6	0	O=C1CSC(=S)N1N=Cc1ccc(Cl)s1
112	6	Cc1cc2c(SCC(=O)Nc3cccc(O)c3)ncnc2s1
114	3	O=C(c1cc(-c2cccs2)nc2ccccc12)N1CCN(CCO)CC1

Screening data as filed in PubChem BioAssay.
